Screens deposited in PubChem by several laboratories.
CAL PDZ FP-1: blocks peptide binding to the human CAL PDZ domain; Q9HD26; purified CAL PDZ, TMR-peptide fluorescence polarization, 1 h; inhibition, % at 24.9 µM; 0.92% of 300,000 active; AID 602252;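 active = mean inhibition of at least 30% with at least half of replicates also reaching 30%; inconclusive = no clear call, values can overlap the other calls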;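 note: 0% = DMSO neutral control and 100% = excess unlabeled competitor peptide PRC23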
MITF TRPM1 HTS: MITF TRPM1 promoter activation in melanoma cells; 0.75% of 300,000 active; SK-MEL-5 TRPM1-promoter luciferase, 24 h; % of positive control, neutral wells = 0; activation, % at 12.5 µM;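 active = mean activation of at least 80% with every replicate also reaching 80%; inconclusive = mean reaches 80% but some replicate falls short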;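 note: 0% = neutral control wells and 100% = parthenolide positive control wells; values of inactives mirror those of a sister screen read the other way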
cardiac RTF act: cardiac RTF calcium sensitization; P19429+P45379; IANBD-labeled TnC RTF fluorescence at EC20 calcium; 0% EC20 calcium, 100% full calcium; activation, % at 7.2 µM; 0.24% of 340,000 active;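 active = activation above the mean over all tested compounds plus 3 SD, cut at about 30% in these data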;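 note: rise in fluorescence read as greater calcium sensitivity of cardiac thin filaments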
CAL PDZ FP-2: inhibitors of human CAL PDZ peptide binding | purified CAL PDZ, TMR-peptide fluorescence polarization, 1 h | 0.02% of 330,000 active | Q9HD26 | AID 504414 | inhibition, % at 20 µM;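 active = highest replicate inhibition of at least 40%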;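 note: plate controls were DMSO neutral control wells for no effect and unlabeled competitor peptide control wells for full effect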
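Assay system – tagged CAL PDZ protein CerCALP, purified · Timing – 1 h at RT · Compound – single point, 20 µM · Measured by – fluorescence polarization from S- and P-plane intensities, G-factor corrected · Evaluation – inhibition from polarization loss · Probe or stimulus – TMR reporter peptide T*-PRC34 · Buffer or medium – pH 7.4 phosphate-saline buffer, reducing agent, detergent, IgG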
CDK5 p35 inh: inhibitors of human CDK5/p35 kinase. Q00535+Q15078. Recombinant CDK5/p35, ADP-Glo luminescence, 60 min. inhibition, % at 10 µM. 0.01% of 330,000 active. AID 488839;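 active = highest replicate inhibition of at least 50% and at least 75% of replicates reaching 50%; inconclusive = only one of the two criteria met; inactive = both criteria failed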;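 note: plate controls were DMSO neutral control for no effect and GW8510 at 10 µM for full effect; many of its hits are not listed in these tables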
V-ATPase pH: yeast V-ATPase proton transport regulation by pHLuorin | AID 504577 | response, % at 10 µM | S. cerevisiae, pHLuorin cytosolic pH fluorescence | 0.37% of 350,000 active; in the data active = response mostly above about 7.3%, no sharp cut-off; inactive = mostly below about 5.4%; note: actives read high; inactives centre near 0; some compounds called inactive have numbers as strong as hits; reference of the scale not given here
Tat transport: E. coli Tat transport inhibition; 0.036% of 340,000 active; inhibition, % at 10 µM; E. coli MC4100 TorA-mCherry Tat export, fluorescence;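 active = mean replicate inhibition at least 50% and at least half of replicates individually reaching 50%; inconclusive = only one of the two criteria met; inactive = neither criterion met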;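 note: exported cargo escapes ClpAP degradation while cytoplasmic cargo is degraded and loses fluorescence; 0% = median of neutral control wells and 100% = median of NaSCN control wells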
Rtt109 Vps75: inhibitors of Candida albicans Rtt109/Vps75 histone acetyltransferase; inhibition, % at 34.9 µM; purified Rtt109/Vps75, ThioGlo CoA-SH fluorescence, 4 h; 0.16% of 330,000 active;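 active = inhibition of at least 50% in every replicate; inconclusive = best replicate reaches 50% inhibition but some replicates fall short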
Target sequence (Q5AAJ8 whole entry, looked up): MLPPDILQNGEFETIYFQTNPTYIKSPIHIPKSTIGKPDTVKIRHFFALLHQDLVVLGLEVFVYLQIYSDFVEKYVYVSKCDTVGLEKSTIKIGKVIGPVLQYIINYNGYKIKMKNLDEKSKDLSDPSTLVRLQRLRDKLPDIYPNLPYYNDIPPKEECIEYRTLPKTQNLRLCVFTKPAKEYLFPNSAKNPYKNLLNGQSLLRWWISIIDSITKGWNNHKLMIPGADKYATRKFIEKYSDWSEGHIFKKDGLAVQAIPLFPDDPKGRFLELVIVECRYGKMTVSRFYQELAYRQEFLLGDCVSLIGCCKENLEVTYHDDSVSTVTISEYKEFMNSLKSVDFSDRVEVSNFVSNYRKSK
Wnt act: Wnt/beta-catenin pathway activation | Wnt/beta-catenin reporter cell assay, activator, plate reader | activation, % at 9.35 µM | 1.2% of 300,000 active; in the data active = activation above about 30%, passing the limit was not always enough; inconclusive = no clear call, values can overlap the other calls;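 note: 0% = neutral control wells and 100% = positive control wells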
dFosB activator: enhances mouse delta FosB homodimer DNA binding | P13346 | purified delta FosB, TAMRA-CDK5 oligo fluorescence polarization; percent of positive-control signal above neutral wells | activation, % at 25 µM | 0.99% of 340,000 active | AID 493131;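 active = mean activation above about 17%, with every replicate also reaching it, limit read from the data, passing the limit was not always enough; inconclusive = only one of the two conditions met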;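 note: fluorescence polarization rise as delta FosB binds a TAMRA Cdk5 AP-1 oligo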
Target sequence (P13346 whole entry, looked up): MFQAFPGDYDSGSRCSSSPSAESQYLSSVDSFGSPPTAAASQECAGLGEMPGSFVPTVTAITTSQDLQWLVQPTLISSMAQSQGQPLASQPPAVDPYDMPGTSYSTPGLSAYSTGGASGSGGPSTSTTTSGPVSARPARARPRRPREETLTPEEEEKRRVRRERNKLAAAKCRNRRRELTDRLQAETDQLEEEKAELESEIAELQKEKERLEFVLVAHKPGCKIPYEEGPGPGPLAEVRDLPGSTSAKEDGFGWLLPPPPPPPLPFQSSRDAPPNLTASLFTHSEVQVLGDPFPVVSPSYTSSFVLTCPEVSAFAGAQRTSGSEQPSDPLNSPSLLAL
* hit, by the source's call; ? = inconclusive; . = not tested or not shown.

SMILES | CAL PDZ FP-1 | MITF TRPM1 HTS | cardiac RTF act | CAL PDZ FP-2 | CDK5 p35 inh | V-ATPase pH | Tat transport | Rtt109 Vps75 | Wnt act | dFosB activator
Cc1ccc(SCCNC(=O)c2ccccc2)cc1 | 0 | . | -11 | -2.2 | 0.4 | -4 | 2 | -12 | 6 | 5
C=CCCN(C(C(=O)OC)C(C)C)S(=O)(=O)c1ccccc1Br (stereo unspecified) | -2 | 4 | 1 | 1.9 | -2.5 | 5 | -4 | 8 | 3 | -5
C=CCn1c(=NC(=O)c2ccc(S(=O)(=O)N3CCc4ccccc4C3)cc2)sc2cc(S(N)(=O)=O)ccc21 | 6 | -17 | 2 | -0.6 | 0.2 | 2 | -1 | -9 | 0 | ?
CCOC(=O)/C(=C/C=C1\Sc2ccccc2N1CC)C(C)=O | -3 | 5 | 128* | -1.9 | 1.9 | 1 | 5 | 8 | . | -6
COc1ccc(CN(C)CC(=O)Nc2cc(OC)c([N+](=O)[O-])cc2C)c(OC)c1 | 0 | 8 | -2 | -1.6 | 0.2 | -4 | -4 | -1 | -3 | -7
O=C(C(=O)N1CCN(c2ccccc2)CC1)c1cn(CC(=O)N2CCCCCC2)c2ccccc12 | -3 | -21 | 1 | -2.7 | -1.9 | 0 | -6 | 7 | -1 | -14
COc1ccc(CCNC(=O)c2nnn(-c3ccccc3OC)c2N)cc1OC | -2 | . | 1 | -0.2 | -0.7 | 0 | 9 | 7 | 1 | 5
CC/C(C)=N/NC(=O)c1[nH]c2ccc(C)cc2c1-c1ccccc1 | 14 | -23 | -2 | -0.6 | -1.1 | -1 | -4 | 2 | 10 | 3
NC(=O)CC1(CC(=O)O)CCCCC1 | -10 | 3 | 2 | -0.5 | -1.0 | 0 | -15 | -4 | . | -3
CCOc1cc(/C=N/n2cnnc2)ccc1OS(=O)(=O)c1ccc(C)cc1 | -6 | 10 | -7 | -3.1 | 0.2 | -2 | 2 | 4 | 0 | -9
Cc1cc(NS(=O)(=O)c2c(C)[nH]c(=O)[nH]c2=O)ccc1Br | 5 | 2 | -6 | -0.7 | -1.3 | -2 | -4 | 1 | 3 | 4
O=c1[nH]c(SCc2cccc(F)c2)nc2ccccc12 | -2 | . | 0 | -1.7 | 0.4 | 1 | 2 | 5 | 7 | -3
CN(CC(=O)N1CCCCC1)S(=O)(=O)c1cccc2cccnc12 | -3 | -11 | 0 | 0.2 | -0.9 | -2 | 21 | 2 | -4 | 2
OCC1(Cc2ccccc2C(F)(F)F)CCN(Cc2ccc3c(c2)CCO3)CC1 | . | -3 | -6 | -1.5 | -0.3 | -3 | 10 | -3 | -2 | -9
O=Cc1c(NCc2ccc(Cl)cc2)c2ccccc2[nH]c1=O | . | 1 | 2 | -0.6 | 1.1 | 0 | 1 | -2 | 0 | -12
Cc1cc(C(=O)NNC(=O)c2cccs2)c(C)o1 | -2 | 7 | -3 | -0.4 | -0.3 | 1 | -8 | -2 | 4 | -9
O=C(Nc1cccc(F)c1)N1CCN(C(=O)c2ccco2)CC1 | -7 | 2 | 0 | -0.7 | -0.7 | 0 | 3 | -8 | 5 | 0
CCC1CCCCN1S(=O)(=O)c1ccc(C(=O)Nc2nnc(-c3cccs3)o2)cc1 (stereo unspecified) | -1 | -38 | -10 | -0.5 | -0.7 | -2 | 10 | -6 | . | -10
CC(C)N(Cc1ccccc1)C(=O)CN1C(=O)NC2(CCCCCC2)C1=O | -2 | -5 | -3 | 0.8 | -0.9 | 3 | -2 | 0 | 3 | -4
COC(=O)C1=C(C)NC(=O)NC1c1c(O)ccc2ccccc12 (stereo unspecified) | -7 | . | 3 | -1.4 | 1.3 | -1 | -6 | 0 | 0 | -3
COc1ccc(C)c2sc(=NC(=O)C(C)C)n(C)c12 | . | . | 0 | 0.0 | 2.1 | 0 | 7 | 4 | 0 | 3
Cc1ccc2nc(/C(C#N)=C\c3ccc(Oc4ccc(C(F)(F)F)cc4[N+](=O)[O-])cc3)[nH]c2c1 | -1 | -9 | 3 | -2.5 | -0.7 | -1 | 0 | -4 | -2 | 14
O=C1CCCN2N=C(SCC(=O)Nc3ccc(F)cc3F)SC2=N1 | -3 | 11 | -4 | -2.8 | 2.8 | -3 | -8 | 3 | -2 | -5
COC(=O)C(C(=O)Nc1ccccc1C)C1CCCC1 (stereo unspecified) | -2 | 6 | 2 | 0.8 | 2.8 | 1 | -8 | 3 | . | -9
CCCCN1CCc2c([nH]c3ccccc23)C1=O | -8 | 75 | -2 | -1.0 | -0.6 | -3 | 7 | -5 | . | 3

Next section (2 carried over from the part before).
SMILES | CAL PDZ FP-1 | MITF TRPM1 HTS | cardiac RTF act | CAL PDZ FP-2 | CDK5 p35 inh | V-ATPase pH | Tat transport | Rtt109 Vps75 | Wnt act | dFosB activator
COC(=O)C(C(=O)Nc1ccccc1C)C1CCCC1 (stereo unspecified) | -2 | 6 | 2 | 0.8 | 2.8 | 1 | -8 | 3 | . | -9
CCCCN1CCc2c([nH]c3ccccc23)C1=O | -8 | 75 | -2 | -1.0 | -0.6 | -3 | 7 | -5 | . | 3
Clc1cccc(Cl)c1Cn1cc(Br)cn1 | -1 | 6 | -4 | -0.7 | -0.2 | -5 | -5 | -14 | -1 | 0
O=C(NCCNC(=O)c1ccco1)c1ccco1 | 0 | 3 | 5 | -1.8 | -8.6 | -4 | 18 | -25 | 1 | -2
CCOc1cc(C(=O)NC(C)COC)cc(OCC)c1OCC (stereo unspecified) | -1 | 4 | 1 | 0.2 | 0.9 | -1 | -3 | -42 | . | -11
Cc1cccc(OCC(=O)NNC(=O)c2cc3ccccc3oc2=O)c1 | . | . | -5 | 0.6 | 0.2 | 5 | -6 | -7 | -1 | -3
Cc1occc1C(=O)N/N=C/c1cccnc1 | -2 | 30 | -3 | 1.3 | 1.6 | -1 | 1 | -1 | 3 | -6
O=C(Nc1nc2ccc(S(=O)(=O)N3CCCC3)cc2s1)c1ccco1 | -3 | 8 | 9 | -1.1 | -2.7 | 2 | 15 | -12 | -4 | -5
CN1CCN(c2nc3c(c(=O)n(C)c(=O)n3C)n2Cc2cccc(Br)c2)CC1 | -1 | . | 0 | -1.2 | 1.5 | 2 | -6 | 5 | 0 | -1
Nn1c(SCC(=O)NNC(=O)c2ccccc2)nnc1-c1ccccc1F | -3 | 8 | 10 | -1.8 | 2.4 | -6 | -2 | -1 | 1 | 1
O=C(NCC(c1ccco1)N1CCN(c2ccc(F)cc2)CC1)C(=O)NC1CCCC1 (stereo unspecified) | 0 | -2 | -4 | -1.3 | 0.3 | -5 | -3 | -5 | -5 | -1
COc1ccc(NC(=O)CN2CCCN(S(=O)(=O)c3ccc(F)cc3)CC2)cc1 | -2 | -7 | -3 | -0.2 | -1.0 | 9 | -2 | 17 | -3 | 4
FC(F)(F)c1nc2ccccc2nc1N/N=C\c1ccccc1 | -2 | 11 | -3 | -3.5 | 1.0 | 0 | 4 | 1 | . | -8
CCc1ccc(-n2c(=S)sc3c(=O)n(-c4ccccc4C)c(SCC(=O)O)nc32)cc1 | 2 | 1 | -6 | -0.6 | -1.3 | 1 | -2 | 0 | 1 | -7
CCO[C@H]1OC(C(=O)N2CCN(C)CC2)=C[C@@H](c2ccc(C(F)(F)F)cc2)[C@@H]1CCCO | -6 | 2 | 3 | -2.0 | 0.9 | 7 | -7 | -1 | -4 | -3
COC(C)(C)[C@]12CC(O)(c3ccccc3)ON1[C@H]1CCCCC1N2O (stereo partly specified) | -11 | 12 | -5 | -2.0 | 2.9 | 0 | -10 | 8 | . | 1
CC(=O)N1c2ccc(S(=O)(=O)N(C)Cc3ccccc3)cc2CC1C (stereo unspecified) | 0 | 3 | -2 | -0.9 | -0.1 | 1 | 0 | -9 | -1 | -15
OCC(O)/C=N/Nc1nc2ccccc2s1 (stereo unspecified) | 0 | -6 | -1 | -7.3 | -1.1 | . | 10 | . | . | -9
CC(C)(C)NC(=O)CN(C(=O)C(=O)Nc1ccc2c(c1)OCCO2)C1CC1 | . | -11 | 3 | 0.1 | -2.2 | 1 | 6 | 5 | -2 | -8
Cc1ccc2cc(CCNC(=O)C(=O)c3c[nH]c4ccccc34)c(=O)[nH]c2c1 | -4 | -2 | 2 | -0.7 | 1.7 | 5 | -5 | 8 | -6 | -2
Cc1ccccc1NC(=O)/C(C#N)=C/c1ccsc1 | 10 | -9 | -1 | -0.7 | 0.5 | 2 | 1 | -6 | 4 | -6
OCC[C@H]1C[C@@H](O)[C@H](O)[C@@]2(CCc3ccccc3CO2)O1 | -1 | 0 | 9 | -0.1 | -3.6 | -1 | -2 | -5 | 2 | 5
O=C(Nc1ccccc1Cl)C1C2CCC3C(CCC21)C3(Cl)Cl (stereo unspecified) | . | 2 | -5 | -0.6 | 0.2 | 1 | 4 | 7 | 0 | -3
CCN(CC(=O)Nc1ccc(NC(C)=O)cc1)C(=O)c1ccc(C(=O)c2ccccc2)cc1 | -2 | 3 | -4 | -0.2 | -0.7 | 7 | 19 | -1 | -2 | -5
CC(=O)c1cccc(N(CC(=O)O)S(C)(=O)=O)c1 | -6 | . | -9 | 0.0 | 1.0 | -2 | 0 | 3 | 0 | -5
Nc1nonc1OCCN1CCN(c2ccc([N+](=O)[O-])c3cccnc23)CC1 | . | . | . | 0.0 | 1.2 | 1 | -5 | -3 | 0 | -7
Cc1ccc(NS(=O)(=O)c2ccc3c(c2)OCCCO3)cc1S(=O)(=O)N1CCOCC1 | -1 | 1 | -3 | 0.3 | 0.3 | 5 | 0 | 3 | 5 | 0
Cc1n[nH]c(C)c1Sc1ccccc1N | 1 | 3 | 3 | 0.2 | -1.8 | -2 | 0 | -16 | 0 | -7
CN(C(=O)COC(=O)c1c[nH]c(=O)[nH]c1=O)C1CCCCC1 | -2 | -7 | 0 | -3.7 | 0.4 | 5 | -2 | -7 | -2 | -8
Cc1occc1C(=O)Nc1nccs1 | . | . | -1 | -1.9 | 2.3 | 0 | 11 | 5 | . | 1
CCOC(=O)c1sc(N2C(=O)C(O)=C(C(=O)c3ccco3)C2c2ccco2)nc1C (stereo unspecified) | 1 | 8 | 5 | -13 | 1.3 | 0 | -2 | 3 | 2 | -10
N#C/C(=C\c1c(N2CCCCC2)nc2ccccn2c1=O)C(=O)NCc1ccco1 | -1 | 5 | 8 | -1.0 | 0.3 | -2 | -12 | 15 | . | -6

3 entries already listed, ordered by the number in dFosB activator, high to low.
| structure | CAL PDZ FP-1 | MITF TRPM1 HTS | CAL PDZ FP-2 | CDK5 p35 inh | V-ATPase pH | Tat transport | Rtt109 Vps75 | Wnt act | dFosB activator |
| --- | --- | --- | --- | --- | --- | --- | --- | --- | --- |
| O=C(Nc1nc2ccc(S(=O)(=O)N3CCCC3)cc2s1)c1ccco1 | -3 | 8 | -1.1 | -2.7 | 2 | 15 | -12 | -4 | -5 |
| Cc1ccccc1NC(=O)/C(C#N)=C/c1ccsc1 | 10 | -9 | -0.7 | 0.5 | 2 | 1 | -6 | 4 | -6 |
| CC(=O)N1c2ccc(S(=O)(=O)N(C)Cc3ccccc3)cc2CC1C (stereo unspecified) | 0 | 3 | -0.9 | -0.1 | 1 | 0 | -9 | -1 | -15 |
